# NALP3 yeast inh – inhibitors of NALP3 inflammasome in yeast; Yeast reconstituted NLRP3/ASC/caspase-1, beta-gal luminescence, 24 h; inhibition, % at 10 µM; actives 0.39% (n = 330,000); AID 2825;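 active = inhibition of 50% or more; inactive = inhibition below 50%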;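 note: plate controls were induced DMSO wells for no effect and uninduced yeast grown without galactose for full effect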
# UPR CHOP act – apoptotic UPR (CHOP) activation | CHO-CHOP luciferase reporter, luminescence; percent of tunicamycin response over DMSO baseline | activation, % at 10 µM | actives 0.34% (n = 330,000);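 active = at 10 µM dose, activation of 40% or more, normalized to positive control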;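 note: 100% = tunicamycin at 10 µg/mL and 0% = DMSO alone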
#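 Test system: CHO-CHOP cells, stable luciferase reporter of PERK-eIF2a-CHOP signalling | Quantity: 500 CHO-CHOP cells per well | Buffer or medium: F12 plus 10% serum | Compound dosing: 10 µM single point, 0.5% DMSO | Schedule: 6 h compound treatment, 37 °C | Signal: Luciferase luminescence | Control set: Tunicamycin high control, DMSO low control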
# TIM10 inh – inhibits growth of TIM10 yeast strain | S. cerevisiae TIM10 strain growth, BacTiter-Glo luminescence, 24 h | inhibition, % at 10 µM | actives 1.4% (n = 330,000);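 active = inhibition of 40% or more at the single tested concentration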;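 note: wild-type TIM10 isogenic control strain grown at permissive 25 °C; 0% = DMSO yeast wells and 100% = minimal medium wells without yeast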
# Mdm2 MdmX PPI – disrupts the human Mdm2-MdmX interaction | SaOS-2 split-luciferase Mdm2/MdmX complementation, luminescence | inhibition, % at 8 µM | actives 3% (n = 330,000);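 active = inhibition of at least 50% at 8 µM in the primary screen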
# Target sequence (O15151 whole entry, looked up): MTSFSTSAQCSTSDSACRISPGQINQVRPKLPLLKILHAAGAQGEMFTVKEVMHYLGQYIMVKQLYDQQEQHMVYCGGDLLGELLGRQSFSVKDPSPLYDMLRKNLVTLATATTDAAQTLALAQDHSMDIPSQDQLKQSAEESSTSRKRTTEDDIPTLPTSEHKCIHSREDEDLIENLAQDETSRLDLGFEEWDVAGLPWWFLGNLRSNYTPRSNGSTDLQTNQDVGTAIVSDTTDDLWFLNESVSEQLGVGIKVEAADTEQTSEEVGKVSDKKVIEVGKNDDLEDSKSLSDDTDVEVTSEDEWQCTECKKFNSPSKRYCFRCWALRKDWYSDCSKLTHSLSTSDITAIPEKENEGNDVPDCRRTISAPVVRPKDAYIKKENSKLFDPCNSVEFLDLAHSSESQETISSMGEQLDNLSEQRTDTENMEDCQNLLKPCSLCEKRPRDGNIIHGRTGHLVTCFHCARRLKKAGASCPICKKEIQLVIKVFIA
# Target sequence (Q00987 whole entry, looked up): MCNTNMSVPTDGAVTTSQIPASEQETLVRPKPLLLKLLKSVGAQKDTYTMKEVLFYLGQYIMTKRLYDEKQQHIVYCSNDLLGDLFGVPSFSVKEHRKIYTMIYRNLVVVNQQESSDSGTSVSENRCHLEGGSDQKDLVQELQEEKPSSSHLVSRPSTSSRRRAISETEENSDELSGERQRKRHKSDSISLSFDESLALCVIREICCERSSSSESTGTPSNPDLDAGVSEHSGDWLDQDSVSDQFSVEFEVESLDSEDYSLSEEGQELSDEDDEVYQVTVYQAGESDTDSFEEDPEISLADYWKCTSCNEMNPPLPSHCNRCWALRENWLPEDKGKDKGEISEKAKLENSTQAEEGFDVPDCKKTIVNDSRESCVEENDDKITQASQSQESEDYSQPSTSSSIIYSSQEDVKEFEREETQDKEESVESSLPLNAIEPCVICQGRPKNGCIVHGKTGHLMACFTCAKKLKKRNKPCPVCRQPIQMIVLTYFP
# tim10-1 inh – inhibits growth of tim10-1 mutant yeast; actives 2.2% (n = 330,000); S. cerevisiae tim10-1 ts strain growth, BacTiter-Glo, 24 h; AID 463190; inhibition, % at 20 µM;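 active = inhibition of at least 40%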;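 note: mutant grown at 25 °C; 0% = DMSO wells with yeast and 100% = wells holding no yeast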
# tim23-1 inh – inhibits growth of tim23-1 mutant yeast | S. cerevisiae tim23-1 growth, BacTiter-Glo luminescence, 24 h | inhibition, % at 20 µM | actives 1.3% (n = 330,000) | AID 463212;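 active = growth inhibition of the mutant yeast at or above 50%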;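 note: temperature-sensitive mutant grown at 25 °C; plate controls were DMSO-treated mutant yeast for no effect and medium wells lacking yeast for full effect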
# APJ agonist – APJ receptor agonism; P35414; CHO-K1 APJ PathHunter beta-arrestin, luminescence; 0% DMSO wells, 100% apelin; activation, % at 20 µM; actives 0.11% (n = 330,000);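 active = activation more than six SD over the plate average, tested at 20 µM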;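 note: 0% = DMSO alone and 100% = apelin-13 at 10 nM; some results filed as inactive read as strong as hits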
#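 Test system: CHO-K1 APJ beta-arrestin complementation cell line. Amount: cell density 1000 per well. Controls: DMSO negative, 10 nM Apelin-13 positive. Signal: luminescent beta-gal fragment complementation, chemiluminescent substrate. Read-out basis: agonist-driven arrestin binding to APJ. Timing: compound stimulation 90 min at 25 °C, detection 60 min.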
# GRIN3A LBD mod – NR3A (human) ligand-binding domain modulation. NR3A LBD differential scanning fluorimetry, Tm shift; 0% = protein alone, 100% = glycine-bound protein. Tm shift relative to glycine control, % at 25 µM. actives 2.5% (n = 340,000);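 active = melting temperature shift of at least 10% of the positive control shift, at one fixed dose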
# UPR XBP1 act – activators of adaptive arm of unfolded protein response (XBP1). CHO-XBP1 luciferase reporter, IRE1-XBP1 UPR activation, luminescence; percent of tunicamycin response, DMSO as zero. activation, % at 20 µM. actives 0.33% (n = 330,000);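 active = versus positive control, 20 µM dose yields 30% or more activation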;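 note: 100% = tunicamycin at 10 µg/mL and 0% = DMSO only wells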
#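 Material: IRE1-XBP1 luciferase reporter CHO line / Quantity: one thousand reporter cells per well / Buffer or medium: F12 with 10% serum / Compound: 20 µM single concentration, DMSO 1% / Times: 6 h treatment, 37 °C / Detection: Steady-Glo luciferase glow luminescence, 10 min after reagent addition / Benchmarks: tunicamycin high, DMSO low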
# Numbers without * were called inactive; nt = no result given.
# Each structure is followed by: UPR XBP1 act	TIM10 inh	APJ agonist	tim10-1 inh	UPR CHOP act	GRIN3A LBD mod	Mdm2 MdmX PPI	tim23-1 inh	NALP3 yeast inh
- Cc1cc([N+](=O)[O-])ccc1NC(=O)C(C)NC1CCCCC1 (stereo unspecified)
  -1	1	-1	6	-1.3	0	15	7	25
- Cc1csc(NC(=O)C2CCCN(S(=O)(=O)c3ccc(Br)s3)C2)n1 (stereo unspecified)
  -1	2	6	46*	-5.7	-6	7	55*	6
- COc1ccc(-c2cc(-c3ccccc3)nc(SC(C)C(=O)O)c2C#N)cc1 (stereo unspecified)
  -3	8	-1	17	-1.2	-5	1	33	11
- CN1CCN(CC(=O)N2c3ccccc3C(=O)Nc3cccnc32)CC1
  -7	-2	-5	8	-1.1	nt	27	10	-14
- COc1cccc(CNC(=O)c2nnn(CC(=O)Nc3ccc4c(c3)OCO4)c2N)c1
  0	-5	0	-6	0.6	4	5	7	11
- Cc1ccc(/C=C/S(=O)(=O)N2CCC(C(=O)O)CC2)cc1
  0	-34	0	14	-0.4	1	8	14	11
- O=C(NCC1CCCO1)C1CCCN1C(=O)Nc1ccccc1[N+](=O)[O-] (stereo unspecified)
  -3	4	0	15	2.1	-3	14	12	23
- COc1cc(C=NNC(=O)c2ccc(NS(=O)(=O)c3cccs3)cc2)cc(Br)c1O
  -2	-12	-4	-20	1.4	3	-19	-3	6
- CSc1cccc(N=C2C(=O)Nc3ccccc32)c1
  -3	-7	-10	4	0.9	5	-3	4	26
- COc1ccc(NC(C)=O)cc1NC(C)C(=O)Nc1cccc(S(=O)(=O)N2CCOCC2)c1 (stereo unspecified)
  -1	11	-1	-2	-2.6	-1	15	1	14
- CC(C)n1c(O)c(N=Nc2ccc(Cl)nn2)c2ccccc21
  1	25	1	27	0.5	2	23	19	42
- COc1ccc(/C=C2\SC(=O)N(CCC(=O)N3CCCCC3CCO)C2=O)cc1 (stereo unspecified)
  -5	-3	1	15	0.6	-6	-14	28	17
- CC(=O)C[C@H](O)CC(=O)[C@@H]1OC(=O)[C@H](C)C/C=C\Cc2ccccc21
  -2	-1	-3	17	0.3	-3	11	11	-1
- Cc1ccc(S(=O)(=O)N(C)C)cc1NC(=O)c1cccnc1Oc1ccccc1
  0	7	-2	-8	-1.2	-1	27	3	12
- CCCN(C(=O)CSCC(=O)Nc1cccc(C)c1)c1c(N)n(Cc2ccccc2)c(=O)[nH]c1=O
  -3	10	-5	17	1.6	4	32	9	13
- Cc1nc(C)c2c(c1C(F)(F)F)-c1ccccc1C2(F)F
  2	-3	-1	5	0.1	1	5	2	9
- Cn1c(=O)oc2cc(S(=O)(=O)NCCC(=O)NC3CCCC3)ccc21
  -3	-5	0	11	2.6	0	3	-17	0
- NNC(=O)[C@H](Cc1ccccc1)NC(=O)Nc1ccc2c(c1)OCCO2
  -4	5	6	13	-1.3	-1	1	15	12
- O=C(NC(=S)NCc1ccccc1)c1ccc(Br)cc1
  3	-7	-4	15	0.7	-7	31	33	12
- CC(C)OC(=O)c1ccc(NC(=O)c2cccc(-n3cnnn3)c2)cc1
  0	3	-1	7	-2.6	-9	-10	18	25
- Cc1ccc(S(=O)(=O)N2CCOCC2)cc1C(=O)NCc1ccccn1
  -1	4	2	-9	-2.3	0	3	-8	0
- CC(=O)N1CCN(c2ccccc2NC(=O)COc2cc(C)ccc2C(C)C)CC1
  -2	15	0	30	1.0	-1	8	37	8
- CCOCCn1ccc2c(OCC(=O)Nc3ccc(OC)cc3OC)cccc2c1=O
  -4	-17	8	-9	0.4	5	33	-3	20
- c1ccc(-c2nc(Sc3ncnc4c3cnn4-c3ccccc3)n[nH]2)cc1
  0	18	3	27	0.8	nt	-2	31	50
- NNC(=O)c1csc(-c2cccc(C(F)(F)F)c2)n1
  0	7	0	21	0.4	1	8	15	9
- COC(=O)c1sc(C(C)(C)C)cc1CSc1ccccc1
  0	-13	1	14	-1.7	1	12	5	9
- CCOC(=O)c1sc(NC(=O)CCN2C(=O)c3ccccc3C2=O)c(C(=O)OCC)c1C
  3	-32	-5	7	0.0	0	-20	11	3
- O=C(O)/C=C/c1ccc(S(=O)(=O)Nc2ccccc2C(=O)Nc2ccc(F)cc2)cc1
  -1	-6	-1	4	0.0	-1	-12	7	-27
- COc1ccc(-c2nnc(SCC(=O)N3CCc4ccccc4C3)o2)cc1
  -1	36	-6	43*	0.1	1	26	43	29
- COC(=O)c1ccc(C(=O)OC)c(NC(=S)N2CCCC(C)C2)c1 (stereo unspecified)
  -2	6	-3	21	1.3	-5	2	18	13

# Whole records, looked up by structure. Order of screens: UPR XBP1 act	TIM10 inh	APJ agonist	tim10-1 inh	UPR CHOP act	GRIN3A LBD mod	Mdm2 MdmX PPI	tim23-1 inh	NALP3 yeast inh
# CC(C)n1c(O)c(N=Nc2ccc(Cl)nn2)c2ccccc21 is listed with 1	25	1	27	0.5	2	23	19	42
# CC(=O)C[C@H](O)CC(=O)[C@@H]1OC(=O)[C@H](C)C/C=C\Cc2ccccc21 is listed with -2	-1	-3	17	0.3	-3	11	11	-1

# Further compounds follow.
# Each structure is followed by: UPR XBP1 act	TIM10 inh	APJ agonist	tim10-1 inh	UPR CHOP act	GRIN3A LBD mod	Mdm2 MdmX PPI	tim23-1 inh	NALP3 yeast inh
- CCCCCC(=O)NNC1=NCC(Cc2ccccc2)S1 (stereo unspecified)
  -3	-12	0	16	2.3	0	15	-1	6
- Cc1cccc(C(=O)NC2CCN(CC(=O)NCc3ccccc3F)CC2)c1
  -3	0	-3	9	4.7	-2	19	-4	8
- COc1ccc2[nH]c3c(c2c1)CCC/C3=N\N
  -3	7	4	6	2.6	1	14	-2	28
- CCOC(=O)c1ccc(N=c2sc(C(=O)OC)cc(=O)n2-c2ccc(C(=O)OCC)cc2)cc1
  3	24	-1	15	7.0	-2	83*	20	9
- O=C(NCC(=O)N1CCCCCCC1)c1ccco1
  2	-5	-4	-12	5.3	0	16	-1	6
- CCCC1C(C#N)=C(N)Oc2n[nH]c(C(C)(C)C)c21 (stereo unspecified)
  -1	5	-2	5	0.2	-2	22	1	16
- Cc1ccc(C(=O)Nc2cccc(O)c2)cc1S(=O)(=O)N1CCCCCC1
  6	-3	3	-1	5.1	-13	-16	10	18
- Cc1cccc(C)c1NC(=O)C1=C(O)c2sccc2N(C)S1(=O)=O
  -3	5	2	4	-1.1	0	-21	-3	-2
- CC(=O)Nc1cccc(-n2c(=O)n(Cc3ccccc3)c(=O)c3[nH]cnc32)c1
  -6	-7	-3	-5	-1.2	3	9	-2	10
- COc1ccc(CN2CCC(N(CCc3ccccc3)Cc3ccccc3)CC2)c(OC)c1
  -1	3	0	-11	-0.2	-4	86*	-29	9
- COc1cccc(CNC(C)C(=O)Nc2ccc(S(=O)(=O)N3CCCC3)cc2)c1 (stereo unspecified)
  0	18	-2	24	0.0	0	6	20	12
- CC1=NOC(=O)/C1=C/c1ccc(O)c(Br)c1
  9	-2	-5	23	1.4	-10	2	19	1
- Cc1scc(C(=O)NNC(=O)CCC(=O)O)c1C
  -3	-10	-3	-2	0.3	-3	11	6	18
- CC(C)NC(=O)N1c2ccccc2Sc2ccccc21
  -3	4	-5	17	1.4	-2	22	18	18
- Cc1[nH]c2ccccc2c1Cc1n[nH]c(=S)n1C
  -1	-9	-5	12	1.0	-3	17	3	9
- O=C(Cc1cccs1)NCCN1CCOCC1
  -2	7	-2	7	-1.6	-14	19	-8	-3
- CC(C1CC1)N(Cc1ccccc1)C(=S)Nc1cccc(C(F)(F)F)c1 (stereo unspecified)
  3	53*	-1	49*	3.4	0	17	47	-13
- COc1ccc(CCNC2CC(=O)N(CCc3ccccc3)C2=O)cc1OC (stereo unspecified)
  8	4	2	4	0.4	-1	5	11	4
- COC(=O)c1ccccc1NC(=O)CSc1ncn[nH]1
  0	9	-3	3	-1.0	0	3	6	-1
- O=C(NCc1cccnc1)C1CCN(S(=O)(=O)c2cc(Cl)ccc2Cl)CC1
  -4	-11	0	-34	-2.7	3	37	0	15
- O=C(COc1ccc2ccccc2c1)Nc1ccc(Cc2ccncc2)cc1
  -6	-1	-1	5	-1.1	-11	14	2	15
- COc1ccc(CN2CCN(c3nc4ccccc4s3)CC2)cc1
  -1	27	-2	15	4.4	1	-43	25	2
- CN(CC(=O)Nc1ccc(Cl)cc1)C(=O)Cc1c(F)cccc1Cl
  0	5	1	10	0.6	1	28	17	2
- CCCn1c(SCC(=O)NCc2ccccc2)nnc1-c1ccncc1
  -1	-7	-4	17	-2.2	1	-6	-1	13
- CC(C)(C)c1ccccc1NC(=S)NC1CCCCC1
  0	45*	-3	43*	0.4	0	27	37	28
- Cc1ccc(S(=O)(=O)Cc2ccc(C(=O)N3CCN(c4cccc(C)c4C)CC3)o2)cc1
  4	21	2	26	-1.1	4	49	41	18
- O=C(NCc1ccccc1)C(c1cccnc1)N(Cc1ccco1)C(=O)c1ccccn1 (stereo unspecified)
  -2	18	-2	-29	1.0	-1	14	7	-5
- Cc1nnc(SCC(=O)N(C)c2ccccc2)n1Cc1ccccc1
  -1	18	-3	5	-2.1	0	-5	-5	-5
- COc1cc(/C=N/Nc2nc3ccccc3[nH]2)ccc1O
  -3	-4	8	11	1.0	15*	4	-2	-14
- CCCC[C@@H]1CNC(=S)N1CCc1cccc(F)c1
  5	35	3	25	1.2	-3	23	45	14
- Cc1ccc(/C=N\Nc2cn[nH]c(=O)c2Cl)cc1
  1	32	-3	28	2.5	0	11	41	3
- Cc1cc(=O)[nH]c2c3ccccc3nn12
  1	-8	-2	4	-0.1	1	20	-6	0
- Cc1ccc(OCCNC(=O)c2ccc(C)cc2)cc1
  1	-54	-3	-1	1.6	-1	5	-14	43
- Cc1ccc(S(N)(=O)=O)cc1NC(=O)C(c1ccccc1)c1ccccc1
  1	1	2	-12	0.8	-1	-6	-1	8
- COCCNC(=O)c1ccc2c(=O)n(Cc3ccco3)c(SCC(=O)NC3CCCC3)nc2c1
  -1	10	-1	14	-1.8	0	-5	8	10
- Cc1ccc2cccc(OC(=O)/C=C\c3ccccc3)c2n1
  -2	-18	0	2	-0.5	2	-21	8	33
- CC(C)(C)c1cc(CCC(=O)Nc2ccncc2)cc(C(C)(C)C)c1O
  0	-97	9	-34	0.2	1	2	-26	14
- CN(C)S(=O)(=O)Oc1ccsc1C(=O)Nc1ccc(Cl)c(Cl)c1
  2	28	-2	44*	-0.9	5	21	26	26
- Cc1ccc(C)c(S(=O)(=O)NC(C)C(=O)NCc2ccccn2)c1 (stereo unspecified)
  -1	-4	5	-19	2.2	-3	3	0	10
- Cc1ccc(CN(C(=O)c2c(F)cccc2F)C2CC(C)(C)NC(C)(C)C2)o1
  1	-4	0	10	1.0	-2	16	-12	7
- CN1C(=O)c2ccccc2OC1(C)Cc1ccccc1 (stereo unspecified)
  -2	-9	-5	1	-0.4	-1	15	6	17

# A stretch from the list above, for reference:
# Each structure is followed by: UPR XBP1 act	TIM10 inh	APJ agonist	tim10-1 inh	UPR CHOP act	GRIN3A LBD mod	Mdm2 MdmX PPI	tim23-1 inh	NALP3 yeast inh
- Cc1ccc(CN(C(=O)c2c(F)cccc2F)C2CC(C)(C)NC(C)(C)C2)o1
  1	-4	0	10	1.0	-2	16	-12	7
- CN1C(=O)c2ccccc2OC1(C)Cc1ccccc1 (stereo unspecified)
  -2	-9	-5	1	-0.4	-1	15	6	17
